RBBP9 inh – blocks human serine hydrolase RBBP9; O75884; recombinant RBBP9, FP-Rh probe fluorescence polarization; inhibition, % at 7.94 µM; hit rate 0.2% among 220,000; AID 1515;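 active = inhibition above the campaign mean of all tested compounds plus 3 SD, cut at about 14% in these data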;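 note: plate controls were DMSO wells with RBBP9 for no effect and wells lacking RBBP9 protein for full effect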
Target sequence (O75884 whole entry, looked up): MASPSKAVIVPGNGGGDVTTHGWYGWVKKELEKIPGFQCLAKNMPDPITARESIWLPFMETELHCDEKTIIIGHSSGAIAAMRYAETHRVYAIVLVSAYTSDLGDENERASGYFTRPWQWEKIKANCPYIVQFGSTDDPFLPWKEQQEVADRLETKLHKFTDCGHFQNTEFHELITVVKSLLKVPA
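Test system: recombinant human RBBP9; Timing: 30 min then 45 min, 25 °C; Detection: fluorescence polarization; Control set: RBBP9 with DMSO as uninhibited control, no-protein wells as full inhibition; Compound dosing: one concentration, 7.94 µM nominal, 0.794% DMSO; Probe or stimulus: FP-Rh activity-based probe, 375 nM before mixing.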
Runt-SMMHC FRET – inhibitors of human RUNX1 Runt domain binding to CBFb-SMMHC; Q01196+Q13951; Cerulean-Runt/Venus-CBFb-SMMHC FRET ratio 530/480, 1 h; inhibition, % at 20 µM; hit rate 0.74% among 220,000; AID 1434;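 active = mean inhibition across duplicate retests at 20 µM reaching about 50%, limit read from the data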;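 note: 0% = DMSO wells and 100% = wells with excess untagged CBFb-SMMHC; inhibitors lower the FRET ratio by blocking Runt binding to CBFb-SMMHC; some results filed as inactive read as strong as hits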
Target sequence (Q01196 whole entry, looked up, the tested form may be a part): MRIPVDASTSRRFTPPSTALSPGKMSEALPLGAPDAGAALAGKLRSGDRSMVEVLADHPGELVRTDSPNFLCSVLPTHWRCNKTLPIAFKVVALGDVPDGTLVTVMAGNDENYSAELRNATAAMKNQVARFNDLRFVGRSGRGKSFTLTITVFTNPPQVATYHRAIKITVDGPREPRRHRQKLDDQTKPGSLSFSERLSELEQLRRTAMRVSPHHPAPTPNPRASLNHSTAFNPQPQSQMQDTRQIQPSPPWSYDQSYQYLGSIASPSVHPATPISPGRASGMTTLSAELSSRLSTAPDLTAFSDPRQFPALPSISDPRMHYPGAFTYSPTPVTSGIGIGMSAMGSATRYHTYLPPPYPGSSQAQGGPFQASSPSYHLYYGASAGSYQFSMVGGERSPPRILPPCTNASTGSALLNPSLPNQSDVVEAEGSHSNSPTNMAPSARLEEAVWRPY
Target sequence (Q13951 whole entry, looked up, the tested form may be a part): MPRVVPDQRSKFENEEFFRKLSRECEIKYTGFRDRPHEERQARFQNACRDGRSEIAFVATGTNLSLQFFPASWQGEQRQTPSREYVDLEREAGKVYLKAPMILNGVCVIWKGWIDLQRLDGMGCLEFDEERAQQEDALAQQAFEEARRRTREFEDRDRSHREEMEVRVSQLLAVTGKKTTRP
p47phox inh – inhibitors of human p47phox binding; P14598; p47phox/p22phox peptide binding, fluorescence polarization, 2 h; inhibition, % at 24.7 µM; hit rate 0.53% among 220,000; AID 1274;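 active = inhibition above about 30%, limit read from the data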;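 note: 0% = p47phox with labelled peptide and 100% = labelled peptide alone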
p97 inhibitor – inhibitors of human p97 ATPase; recombinant p97 ATPase, Kinase-Glo ATP luminescence, 3 h; inhibition, % at 8 µM; AID 1481; hit rate 0.42% among 220,000; P55072; in the data active = inhibition above about 15%;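 note: 0% = DMSO vehicle and 100% = wells lacking enzyme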
Runt-CBFb FRET – inhibitors of human RUNX1 Runt domain binding to CBFb; Cerulean-Runt/Venus-CBFb FRET ratio 530/480, 1 h; inhibition, % at 20 µM; hit rate 0.46% among 220,000; AID 1496;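 active = inhibition over about 50% at 20 µM in the single-dose screen, limit read from the data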;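 note: 0% = DMSO wells and 100% = excess unlabeled CBFb competitor control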
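Assay system: Cerulean-Runt domain fusion protein, energy donor; Signal: fluorescence energy transfer, 422 nm excitation, 530/480 nm emission; Timing: 1 h compound exposure, room temperature; Control set: unlabeled CBFb; Medium: Tris buffer pH 7.5 with salts and BSA; Compound: single test concentration of 20 µM, 1% DMSO final; Probe or stimulus: Venus-CBFb 100 nM.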
Calpain2 inh – calpain II (pig) inhibition | hit rate 0.37% among 220,000 | AID 1236 | inhibition, % at 16 µM | purified calpain II, fluorogenic peptide substrate, 30 min;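 active = inhibition above about 50%, limit read from the data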
Furin inhibitor – human furin inhibition. purified furin, fluorogenic substrate cleavage. inhibition, % at 30 µM. hit rate 0.061% among 220,000. P09958; in the data active = inhibition above about 25%; note: inactives centre near -15
EBV gp42 block – inhibitors of Epstein-Barr virus glycoprotein 42. inhibition, % (tested at 21.74 µM). Q1HVG2. AID 1085. Fluorescence polarization binding assay, mP read-out. hit rate 0.42% among 220,000; in the data active = inhibition above about 50%
Target sequence (Q1HVG2 whole entry, looked up): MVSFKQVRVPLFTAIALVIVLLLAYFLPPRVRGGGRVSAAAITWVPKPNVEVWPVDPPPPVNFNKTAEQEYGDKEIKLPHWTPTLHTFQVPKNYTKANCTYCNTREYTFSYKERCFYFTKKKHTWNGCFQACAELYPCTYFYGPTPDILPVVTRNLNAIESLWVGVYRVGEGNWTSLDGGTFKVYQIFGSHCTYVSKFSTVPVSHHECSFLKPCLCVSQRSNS
Tb hexokinase – T. brucei hexokinase 1 inhibition; hit rate 0.11% among 220,000; inhibition, % at 10 µM; recombinant TbHK1, G6PDH-coupled NADH A340;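 active = inhibition of 50% or more in the single-dose primary screen; inactive = inhibition below 50%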
The depositor's hits bear a star; . = not tested or not shown; [ ] = another dose, or the depositor's remark.

SMILES	RBBP9 inh	Runt-SMMHC FRET	p47phox inh	p97 inhibitor	Runt-CBFb FRET	Calpain2 inh	Furin inhibitor	EBV gp42 block	Tb hexokinase
O=C(Nc1ccn(Cc2ccccc2)n1)c1cccc(F)c1	-1	2	-2	11	0	27	-7	-5	10
CC(=O)Oc1ccc(C(=O)Nc2nnc(C)s2)cc1	-5	3	4	2	0	-6	-5[20 µM]	-14	-2
CN(Cc1ccccc1)C(=O)COc1ccc(-c2nnco2)cc1	-8	3	-3	1	-2	-12	-26	-18	3
CCOc1ccc(CNC(=S)N/N=C/c2cccnc2)cc1	-1	1	-12	2	-4	10	-3	-12	-15
CCCc1nc2ccc(NC(=O)c3ccco3)cc2c(=O)n1Cc1ccc(Cl)cc1	-4	-1	-27	4	-9	4	-18[20 µM]	-16	-3
CCCCC1(C(=O)OCC)CC(CN2CCOCC2)OC1=O (centres undefined)	.	1	-7	.	0	-17	.	-20	.
COc1cc(/C=N/NC(N)=O)ccc1OCC(=O)Nc1cc(C)c(C)cc1Br	-7	-1	1	4	3	-24	-16	-11	-8
COc1ccc(-c2cn3c(C)c(C(=O)NCc4ccc5c(c4)OCO5)sc3n2)cc1	-5	.	.	0	.	.	-24	.	-7
CC(C)C(=O)Nc1cccc(NC(=S)NC(=O)c2ccccc2Cl)c1	9	3	-5	3	0	5	-8	-27	-5
CC(=O)c1ccc(NC(=S)NC2CCCC(C)C2C)cc1 (centres undefined)	-12	-4	-13	1	-1	23	-18	-4	1
Cc1ccnc(Nc2nc(-c3c(C)nc4sccn34)cs2)c1	-5	4	-24	1	4	-100	3	10	-4
CCn1c(SCC(=O)Nc2ccc(OC)c(OC)c2)nnc1-c1ccco1	-7	0	3	1	1	-5	-15	-5	-17
CCCOc1ccc2ccccc2c1/C=N/n1c(C)nnc1-n1nc(C)cc1C	11	2	-3	-5	-1	-32	-13	-4	-6
CCN(CC)S(=O)(=O)c1ccc2c3c(cccc13)C(=O)S2	-7	4	-5	2	-1	-12	-15[20 µM]	-11	-7
CCn1c(COc2cccc3cccnc23)nnc1SC(F)F	-4	-4	0	-5	2	-31	-10	7	8
CN1C[N+]([O-])=C(c2ccccc2)C1(C)C	-4	-4	-6	7	-1	26	-20	-17	5
Cc1cccc(CSc2ccc3nnc(-c4cccnc4)n3n2)c1	9	-1	3	0	-2	40	-10	-6	-7
CC(C)(C)S(=O)(=O)c1ccccc1C(=O)O	0	2	-2	-1	-2	-18	-29	-13	7
COc1ccc(C(=O)CCNc2ccc3c(c2)OCCO3)cc1	-9	18	6	1	19	11	1	6	-3
CC(=O)C1=NN(c2ccccc2)C(c2ccc3c(c2)OCO3)N1c1ccccc1 (centres undefined)	4	8	-10	2	-25	-1	-11	-7	3
Nc1nc(CN2CCN(c3ccccn3)CC2)nc(Nc2ccc(F)cc2)n1	-9	1	-9	-1	-1	18	-17	-1	4
CCOc1ccc(CONS(=O)(=O)c2ccc(NC(C)=O)cc2)cc1Cl	-11	2	-11	-5	-1	17	-3	1	-2
CS(=O)(=O)N1CCN(c2ccccc2NC(=O)Cc2ccc(Cl)cc2)CC1	-2	4	-14	-1	1	0	-20[20 µM]	-13	1
COc1cc(C2C(C(=O)c3ccc(C)o3)=C(O)C(=O)N2c2cc(C)on2)ccc1O (centres undefined)	-6	-11	-15	-1	0	5	-17	-19	2
O=c1oc2ccccc2c(Nc2ccccc2)c1CN1CCCCC1	-7	-2	-4	6	0	10	-5	-26	-21
C(=N\Nc1nc2ccccc2[nH]1)/c1cccs1	-4	4	-26	-2	6	10	-14[20 µM]	-9	-55
Cc1cc(Cl)c2ccc3ccccc3c2n1	-3	2	2	4	-7	-13	-27	-14	-6
CCn1c(=O)cc(SCC(=O)NCc2ccc(C)cc2)c2ccccc21	-11	-8	-7	-8	1	-18	-4[20 µM]	-13	3
O=C(Nc1ccccc1F)c1ccc(Br)o1	-5	2	-4	9	2	-8	-24	-15	3
Cc1cc(C)nc(/N=C(/NC(=O)Nc2cccc(Cl)c2)Nc2ccccc2)n1	-8	-4	7	-2	-5	-16	-28[20 µM]	-20	-14
CCCCCn1nc(C)c(/C=N/NC(=O)c2ccoc2C)c1C	-8	1	-2	-4	-1	25	-15[20 µM]	-14	-1
COc1cc(O)c(C(CC(=O)N2CCCCC2)c2ccc3c(c2)OCO3)c(OC)c1 (centres undefined)	.	1	-22	.	1	-14	-27	-5	-12
CCCOC(=O)CSc1nc(N)c(C#N)c(CC)c1C#N	-7	0	-12	-6	-1	-2	-28[20 µM]	-26	-16
CC(C)(C)c1cc(=O)n2c(nc3ccccc32)[nH]1	3	-4	-1	7	-2	-111	-15[20 µM]	-10	-9
COc1ccc(S(=O)(=O)N2CC(O)CC2C(=O)Nc2cccnc2)cc1 (centres undefined)	0	0	-3	7	0	-3	-13	-6	-8
C/C(CC(=O)NCCCN1CCOCC1)=N\NC(=O)COc1ccc(Cl)cc1	1	2	1	2	0	8	-17[20 µM]	10	5
NC(=O)CCC(NC(=O)c1ccc(Cl)cc1)C(=O)O (centres undefined)	1	3	.	3	0	1	-29	-5	-3
CN(CC(=O)Nc1ccc(Cl)c(C(F)(F)F)c1)C(=O)/C=C/c1ccco1	-5	-1	-15	3	-5	-4	-7	8	27
Cc1ccccc1NC(=O)CC1SC(=NC2CCCCC2)NC1=O (centres undefined)	11	-1	-11	6	0	-11	-17	-16	2
O=C(O)C1CCCCC1C(=O)Nc1cnn(Cc2ccccc2)c1 (centres undefined)	-4	-1	0	3	-1	-33	-14	-15	3

4 compounds drawn at random from those above, as already listed:
SMILES	RBBP9 inh	Runt-SMMHC FRET	p47phox inh	p97 inhibitor	Runt-CBFb FRET	Calpain2 inh	Furin inhibitor	EBV gp42 block	Tb hexokinase
C/C(CC(=O)NCCCN1CCOCC1)=N\NC(=O)COc1ccc(Cl)cc1	1	2	1	2	0	8	-17[20 µM]	10	5
COc1ccc(S(=O)(=O)N2CC(O)CC2C(=O)Nc2cccnc2)cc1 (centres undefined)	0	0	-3	7	0	-3	-13	-6	-8
C(=N\Nc1nc2ccccc2[nH]1)/c1cccs1	-4	4	-26	-2	6	10	-14[20 µM]	-9	-55
CCn1c(=O)cc(SCC(=O)NCc2ccc(C)cc2)c2ccccc21	-11	-8	-7	-8	1	-18	-4[20 µM]	-13	3

Next section:
SMILES	RBBP9 inh	Runt-SMMHC FRET	p47phox inh	p97 inhibitor	Runt-CBFb FRET	Calpain2 inh	Furin inhibitor	EBV gp42 block	Tb hexokinase
Cc1cccc(NC(=O)CN(C)S(=O)(=O)c2ccc(Br)cc2)n1	1	-1	2	0	-1	-10	-28[20 µM]	-14	2
Cc1nc2ccc(NC(=O)c3ccc([N+](=O)[O-])cc3)cc2s1	-1	1	-1	-4	-1	28	-11	-5	-4
O=C1C(=C2CCCCC2)SC(=S)N1Cc1ccco1	5	7	-18	6	24	-42	-11[20 µM]	-16	-3
Nc1ccc(NC(=O)c2ccco2)c(Cl)c1	-5	0	-5	1	0	-20	-26	-19	-3
COc1cccc(C(=O)Nc2ccc(NC(=O)c3ccco3)c(Cl)c2)c1	-9	-4	-5	-2	.	-66	-22	4	0
CC(=O)Oc1c(S(=O)(=O)c2ccccc2)c(C)nn1C(C)(C)C	-4	-4	-21	0	0	-1	-12[20 µM]	-6	2
CC1CCN(CCCCOc2ccccc2Br)CC1	-11	0	-4	0	-3	10	-5	0	12
O=C(O)CCCCn1c(SCc2ccccc2Cl)nc2ccsc2c1=O	-3	-7	-16	9	-7	-38	-9	-6	-4
N#Cc1ccc(COC(=O)C2CCC(=O)N2)cc1 (centres undefined)	-4	-1	-35	3	0	-2	-19[20 µM]	-8	-9
CCCNC(=O)CSc1nnc(-c2ccccc2Br)n1-c1cccc(C(F)(F)F)c1	-7	-6	-5	4	-4	-25	-4	-5	-7
COC(=O)c1cc(NC(=O)CN(c2ccc3c(c2)OCO3)S(C)(=O)=O)ccc1Cl	-2	5	-12	2	0	-38	-19[20 µM]	-15	-7
CCSc1oc(-c2cccs2)nc1S(=O)(=O)c1ccccc1	-3	-4	-30	1	-1	-37	-25	0	-7
CCOC(=O)N1CCN(C(=O)Nc2cccc3ccccc23)CC1	1	-2	-3	4	4	-14	-25	-6	3
Cc1csc(SCC(=O)NCCc2ccc(Cl)cc2)n1	-14	2	-5	5	-1	20	-4	-4	37
CCCC1(C(=O)O)NC(c2ccc(OC)cc2O)C2C(=O)N(c3ccc(OC)cc3)C(=O)C21 (centres undefined)	-3	-2	-15	3	1	-6	-24	-5	-3
Cc1cccc(NC(=O)c2cc(Cl)sc2Cl)c1C	-10	1	-4	3	0	-3	-15	-26	-4
COc1ccc(CN2CCNC(=O)C2CC(=O)N2CCCO2)c(OC)c1 (centres undefined)	-11	-3	0	4	-2	-18	-20	-3	1
COc1cc2c(cc1OC)-c1cc(NC3CCCCCC3)nc(=O)n1CC2	-11	5	-7	4	-1	-55	-145	-9	-27
CCCCCN1CC(O)=C(c2nc(-c3ccc(Cl)cc3)cs2)C1=N	1	-8	-26	-2	1	17	-3[20 µM]	-45	0
Fc1ccccc1C(c1nnnn1Cc1ccc2c(c1)OCO2)N1CCN(Cc2ccco2)CC1 (centres undefined)	4	-4	-6	-3	-3	-9	-19	-13	0

Complete entries from above. Order of values: RBBP9 inh | Runt-SMMHC FRET | p47phox inh | p97 inhibitor | Runt-CBFb FRET | Calpain2 inh | Furin inhibitor | EBV gp42 block | Tb hexokinase
Record of COc1ccc(C(=O)CCNc2ccc3c(c2)OCCO3)cc1 → -9 | 18 | 6 | 1 | 19 | 11 | 1 | 6 | -3
Record of CCCC1(C(=O)O)NC(c2ccc(OC)cc2O)C2C(=O)N(c3ccc(OC)cc3)C(=O)C21 (centres undefined) → -3 | -2 | -15 | 3 | 1 | -6 | -24 | -5 | -3

(more compounds)
SMILES	RBBP9 inh	Runt-SMMHC FRET	p47phox inh	p97 inhibitor	Runt-CBFb FRET	Calpain2 inh	Furin inhibitor	EBV gp42 block	Tb hexokinase
CN(C)CCN1C(=O)C(=O)/C(=C(/O)c2ccccc2)C1c1ccccc1F (centres undefined)	-1	-1	-12	5	-2	-8	-6	-14	-20
CCOC(=O)c1c(N)nn(C(=O)CC)c1-c1ccccc1	-1	4	-2	2	-2	-2	-8[20 µM]	-15	-1
Cc1occc1C(=O)Nc1nn[nH]n1	0	-1	-5	-1	1	-14	-9[20 µM]	-9	-1
Cc1c(Br)c(C(F)(F)F)nn1CC(=O)NCC1CCCO1 (centres undefined)	6	3	-2	2	-2	5	-9	-25	-2
O=C1/C(=C\c2ccc(-c3ccccc3[N+](=O)[O-])o2)C(c2ccccc2)=NN1c1ccccc1	6	-17	-7	2	-4	-85	-17[20 µM]	3	-6
O=C(O)C(O)c1ccco1 (centres undefined)	6	-3	-14	1	4	-21	-7	50	24
CC(=O)c1ccc(Nc2nc(=O)c3cccnc3s2)cc1	-2	1	3	2	2	9	-13[20 µM]	-5	-31
CCn1c(C)nc2cc(S(=O)(=O)C(F)(F)F)ccc21	-7	0	-20	-3	-2	-25	6[20 µM]	2	5
CC(=O)c1ccc(N(C(=O)c2csnn2)C(C(=O)NC(C)(C)C)c2cccs2)cc1 (centres undefined)	-1	1	-8	5	6	-5	-25	-26	-1
Cc1ccc(C2/C(=C(/O)c3ccc(Br)cc3)C(=O)C(=O)N2Cc2ccco2)o1 (centres undefined)	-1	-4	-7	4	7	-8	-9	-17	-1
Clc1ccc(OCCCN2CCCC2)cc1Cl	-5	4	-1	3	0	-11	-16	-4	4
COc1cc(S(=O)(=O)Nc2ncccc2C)c(OC)cc1Cl	4	-6	-9	3	-1	-42	28*[20 µM]	-3	-58
CO/N=C/c1ccc(Sc2ccccc2)c([N+](=O)[O-])c1	-2	-5	-11	0	-2	9	-17[20 µM]	-17	-7
O=C(/C=C/c1ccco1)Nc1cccc2cccnc12	-3	-38	-17	7	-9	-19	-7	12	-33
